# MLL CXXC-DNA inh: blocks binding of human MLL CXXC domain to DNA. 290,000 tested, 0.037% active. Q03164. MLL-CXXC / FITC-HOXA9 DNA fluorescence polarization. Potency, µM (doses to about 115 µM), without a hit: at the highest dose activity change, negative = inhibition, usual class: inhibitors; active means well fitted inhibition curve with a large enough effect in the polarisation, with a control signal flat, not every such curve was filed as active; inconclusive means small, poorly fitted or top-dose-only effect, or effect the other way, or a change in a side signal; inactive means no such curve, though single readings can be large or run the other way; the % refers to the polarisation; further: potency means the concentration at half of the fitted maximal effect
#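 Steps: dispense CXXC domain solution (7 uM) → pin compounds or unlabeled HOX-A9 DNA control → 5 min ambient → add FLSN-HOX-A9 solution (50 nM) → spin → 30 min ambient → fluorescence polarization. Tris pH 7.5/NaCl/DTT/BSA buffer.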
# KCNH2 WT inh: inhibitors of human wildtype KCNH2 potassium channel | U2OS, BacMam KCNH2, thallium flux FluxOr; active compounds read low | 340,000 tested, 0.37% active | Q12809 | activity change, % at 1.84 µM;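 active means maximum activity change below -70%; inconclusive means maximum activity change between -70% and -50%; inactive means maximum activity change above -50%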; further: on the % scale 0 is the no-effect control and ±100 the full control effect
#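 U2OS cells were transduced with wild-type KCNH2 virus (2.03 x 10^8 / mL) for 4 h at room temperature, then cultured overnight at 37 C. Thallium flux was read with FluxOr dye. Rate constants were normalized to DMSO controls.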
# TCR activator: activators of T cell receptors; primary human leukocytes, anti-CD3, IL-2 HTRF, 48 h; Potency, µM (highest dose often 9.22 µM), inactives show top-dose activation of IL-2 secretion, actives largely listed as activators; 330,000 tested, under 10 active; AID 504894; further: % of control where 0% means no effect
#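 TCR engagement came from a-CD3 beads alone, with compounds added to primary human leukocytes for 48 hr. Secreted IL-2 bridged europium cryptate- and d2-labelled anti-IL-2 antibodies, giving FRET emission at 665nm after 320nm excitation.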
# GALK inhibitor: galactokinase (human) inhibition | P51570 | AID 1868 | 270,000 tested, 0.007% active | Purified GALK, Kinase-Glo residual ATP luminescence | Potency, µM (series often up to 57.5 µM), for the others: top-dose activity change, negative = inhibition, usual class: inhibitors; further: potency means the concentration at half of the fitted maximal effect; on the % scale 0 is the no-effect control and ±100 the full control effect
# Target sequence (P51570 whole entry, looked up): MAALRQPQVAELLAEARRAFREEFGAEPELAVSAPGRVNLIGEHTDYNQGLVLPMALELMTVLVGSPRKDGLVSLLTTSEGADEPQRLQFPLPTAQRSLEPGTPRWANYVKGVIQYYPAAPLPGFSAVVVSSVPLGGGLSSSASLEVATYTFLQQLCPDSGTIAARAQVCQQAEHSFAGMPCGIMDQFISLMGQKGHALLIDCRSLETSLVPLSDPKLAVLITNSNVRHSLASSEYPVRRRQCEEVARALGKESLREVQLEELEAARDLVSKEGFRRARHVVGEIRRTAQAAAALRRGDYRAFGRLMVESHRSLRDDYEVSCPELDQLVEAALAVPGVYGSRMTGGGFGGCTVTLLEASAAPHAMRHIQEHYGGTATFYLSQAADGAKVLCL
#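 Kinase-Glo Plus luminescence measured ATP left after a 1 h room-temperature reaction. The reaction used 5 nM GALK, 100 uM galactose and 35 uM ATP at pH 8.0 (20 mM HEPES, 5 mM MgCl2, 60 mM NaCl, 1 mM DTT, 0.01% BSA).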
# Chronic BCR inh: chronic active BCR signaling inhibition; ABC-DLBCL IkBa-CBG/CBR reporter, luminescence ratio, 4 h; Potency, µM (top dose mostly 46.1 µM), inactives show at the highest dose ratio change, negative = lower green/red ratio, usual class: inhibitors; 340,000 tested, 0.05% active; active means well fitted inhibition curve with a large enough effect in the signal ratio, with a control signal flat, not every such curve was filed as active; inconclusive means small, poorly fitted or top-dose-only effect, or effect the other way, or a change in a side signal; the % refers to the signal ratio;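 further: potency means the concentration at half of the fitted maximal effect; plate controls were basal doxycycline-induced cells for no effect and cells given 10 µM MG132 for full effect; MG132 reads +100%, hits lower the ratio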
#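 Concentration-response series (up to 46 uM) were applied to TMD8 dual-reporter cells for 4 h at 37C with doxycycline. Green/red ratio, after filter-overlap correction, defined %Activity; red signal alone was normalised to basal cells and zero luminescence.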
# TSHR antagonist: blocks TSH signaling through the human TSH receptor. TSHR-expressing cells, TSH-stimulated cAMP HTRF, 2 h; active compounds read low. activity change, negative = inhibition, % at 11.5 µM. 330,000 tested, 0.2% active. AID 504810;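 active means activity change below a set negative limit, meaning inhibition stronger than a set level, cut at about -70% in these data; inconclusive means activity change between two set negative limits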; further: on the % scale 0 is the no-effect control and ±100 the full control effect
#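 Antagonism was scored as loss of TSH-driven cAMP in TSHR cells, stimulated with 4nM TSH (EC80) for 2 hours at 37 deg C and detected by homogeneous HTRF competition immunoassay.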
# Tb PFK inh: T. brucei PFK enzyme inhibition; 330,000 tested, 0.17% active; O15648; T. brucei PFK, ADP-Glo luminescence; Potency, µM (highest dose often 57.5 µM), for the others: at the top dose activity, negative = inhibition, actives largely listed as inhibitors;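 further: potency means the concentration at half of the fitted maximal effect; 0% = uninhibited 1x PFK enzyme wells and -100% = no-enzyme wells; nearly all actives have a fitted effect of over 60% in size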
# Target sequence (O15648 whole entry, looked up): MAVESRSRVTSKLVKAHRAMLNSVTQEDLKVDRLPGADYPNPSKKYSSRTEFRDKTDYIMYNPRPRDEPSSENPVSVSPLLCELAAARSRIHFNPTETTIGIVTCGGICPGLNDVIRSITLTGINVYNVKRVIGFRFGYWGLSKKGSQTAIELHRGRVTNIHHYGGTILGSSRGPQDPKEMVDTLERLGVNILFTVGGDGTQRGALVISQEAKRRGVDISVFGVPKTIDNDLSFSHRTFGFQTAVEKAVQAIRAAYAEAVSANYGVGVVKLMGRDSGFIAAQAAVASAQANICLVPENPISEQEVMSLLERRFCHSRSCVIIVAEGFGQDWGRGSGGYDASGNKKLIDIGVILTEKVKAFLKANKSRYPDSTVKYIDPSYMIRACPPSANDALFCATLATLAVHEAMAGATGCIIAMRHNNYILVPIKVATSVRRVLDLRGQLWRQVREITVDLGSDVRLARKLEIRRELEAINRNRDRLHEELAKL
#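 Compounds were pin-transferred as a titration series up to 57 uM into substrate buffer (0.5 mM F6P, 0.1 mM ATP, pH 8.0), then 1.25 nM PFK was added and reactions ran 45 min before ADP-Glo detection.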
# A-T KAP1 phos: potential ataxia-telangiectasia treatments restoring KAP-1 phosphorylation. […] A-T fibroblasts, KAP-1 phosphorylation AlphaLISA; neocarzinostatin DNA damage 30 min before lysis. Potency, µM (doses to about 57.5 µM), inactives show top-dose activation, most hits filed as activators. 320,000 tested, 0.19% active. AID 485349; further: potency means the concentration at half of the fitted maximal effect; % of control where 0% means no effect; nearly all actives have a fitted effect of over 45% in size
#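 hTERT-immortalized A-T patient fibroblasts ([…]), 500 cells/well in OPTI-MEM, 1% FBS, got compounds for 60 min, then NCS for 30 min at 37C. Lysates were then assayed for phospho-KAP-1 by AlphaLISA (anti-pKAP1 donor, anti-KAP1 acceptor beads), 6 hr at 25C.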
# FBPA coupling cs: counter-screen for Giardia aldolase inhibitors: coupling enzyme system | coupling enzyme system counterscreen, AmpLite Red fluorescence | activity change, negative = inhibition, % at 58.2 µM, hits read low | 290,000 tested, 0.67% active | AID 2472; in the data active means activity change below about -30%; further: on the % scale 0 is the no-effect control and ±100 the full control effect
#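 Final compound at 57.5 uM, incubated 10 min at RT with coupling enzyme reagent (glyceraldehyde-3-phosphate), then 20 min with substrate and AmpLite Red detection. Fluorescence read at 525/598 nm; tests interference with the coupling assay, not aldolase inhibition.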
# Giardia kill: kills Giardia lamblia. Giardia lamblia trophozoite viability. AID 540267. activity change, % at 7.66 µM, hits read low. 340,000 tested, 0.15% active; in the data active means activity change below about -80%; inconclusive means between about -30% and that limit;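 further: parasites exposed to compound for two days anaerobically before the ATP read; on the % scale 0 is the no-effect control and ±100 the full control effect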
#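 Giardia trophozoites, 100 cells per well, were exposed to compounds for 48 hrs at 37 deg C under anaerobic conditions; viability was then read as ATP content by bioluminescence after 15-30 min at room temperature.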
# Starred values were filed as active, the others as inactive; ? = inconclusive; · = no result given; & = joins results of further samples; [ ] = remark or other dose. Unless noted, the call rests on the fitted dose curve; in most records, active means well fitted curve in the direction sought with a large enough effect; inconclusive means small, poorly fitted or top-dose-only effect, or another doubt; inactive means no such curve, though single readings can be large; an effect the other way counts as inactive or inconclusive.
entry	mol	MLL CXXC-DNA inh	KCNH2 WT inh	TCR activator	GALK inhibitor	Chronic BCR inh	TSHR antagonist	Tb PFK inh	A-T KAP1 phos	FBPA coupling cs	Giardia kill
1	CCCn1c2ccccc2c2cnn(CC(=O)NC(C)CC)c(=O)c21 (stereo not drawn)	-3%	-2	5%	-3%	0%	-20	1%	-1%	1	-29
2	CCOc1cccc2cc(C(N)=O)c(=NCc3ccccc3)oc12	-5%	-9	0%	-2%	1%	3	-3%	3%	1	6
3	Cc1ccc(C)c(NC(=O)CN(C)S(=O)(=O)c2cccc3cccnc23)c1	8%	2	-4%	-1%	?	-5	-4%	5%	0	-15
4	CCCCn1cc(S(=O)(=O)c2ccccc2)c(=O)c2cc(C)ccc21	-11%	-2	0%	5%	12%	-2	-2%	-6%	·	-2
5	O=C(NCCCc1ccccc1)Nc1cccc(Cl)c1	6%	-6	3%[46.1 µM]	0%	?	14	-11%	3%	-2	-15
6	C[C@H]1CN=C(N(C)C)N1CCc1ccc(F)cc1	·	6	1%	·	-8%	5	-7%	8%	·	-1
7	N#C/C(=C\c1ccc(O)c(O)c1)C(=O)NCCCc1ccccc1	13%&50%	-4	-9%	3%	?	-20&-37	-7%	-29%	6&-1	5
8	N#Cc1cccc(S(=O)(=O)NCC(=O)OCC(=O)NCc2ccccc2)c1	·	21	-4%	·	2%	29	-9%	2%	·	1
9	COc1cc(-c2nc(-c3ccc(-c4ccccc4)nc3OC)no2)cc(OC)c1OC	-2%	·	·	0%	?	-2	-4%	3%	1	·
10	CCc1ccccc1-n1ncc(C(=O)Nc2ccccc2OC)c1C	23%	4	·	-6%	-14%	36	-1%	-4%	-1	7
11	CN1C(=O)c2ccc(C(=O)Nc3ccccc3O)cc2C1=O	-5%	-12	-2%	-3%	?	-2	-3%	2%	0	-6
12	CC(O)CNc1cnccn1 (stereo not drawn)	10%	0	2%	0%	3%	13	-2%	-2%	1	-9
13	Cc1ccccc1NC(=O)CSc1nc2ccccc2c(=O)n1C	-3%	22	10%	-6%	?	-6	-1%	19%	5	32[activator]
14	CC1CCc2sc(C(=O)Nc3ccc(C(N)=O)cc3)cc2C1 (stereo not drawn)	16%	5	-1%	·	?	-9	1%	0%	1	6
15	O=C(c1ccc(NS(=O)(=O)c2ccc3[nH]c(=O)[nH]c3c2)cc1)N1CCN(c2ccccc2O)CC1	·	-2	-5%	·	0%	12	2%	9%	·	3
16	CC(=O)Sc1nc(-c2ccccc2)[nH]c1S(=O)(=O)c1ccc(C)cc1	-2%	3	-2%	1%	-1%	-7	-4%	-1%	0	-13
17	CN1C(=O)[C@H]2[C@@H](c3ccc(F)cc3)N3C(=O)c4ccccc4NC(=O)[C@@]3(C)[C@H]2C1=O	-1%	2	-3%	·	9%	25	2%	4%	3	4
18	CCc1cc(=O)oc2cc(OCC(=O)NCCCN3CCCC3=O)ccc12	3%	-2	-4%	2%	3%	11	3%	16%	·	-14
19	CC(NC(=O)CCc1nc2cc(S(=O)(=O)N3CCOCC3)ccc2n1C)c1ccc(S(N)(=O)=O)cc1 (stereo not drawn)	-1%	-3	-4%	3%	3%	-3	-8%	-3%	·	-19
20	COc1ccccc1N(Cc1cc(=O)[nH]c2ccccc12)C(=O)c1ccc([N+](=O)[O-])cc1	0%	5	-11%	2%	?	4	0%	4%	-2	17
21	CCCC/C=C/C(NC(=O)c1ccc(C(=O)OC)cc1)c1ccccc1 (stereo not drawn)	·	11	3%	·	·	·	·	·	-4	?
22	Cc1ccc(S(=O)(=O)N(CC(O)CN(C)C)c2ccccc2)cc1 (stereo not drawn)	-1%	38	2%	0%	8%	3	-1%	0%	1	-14
23	CC(=O)Nc1nc2ccccc2n1Cc1ccccc1	5%	-1	6%	-1%	2%	-8	-4%	-2%	-1	6
24	CCCn1cc(SCC(N)=O)c2ccccc21	-14%	1	-6%	0%	-4%	0	0%	14%	0	20
25	Cc1ccc(NC(=O)CN2CCC3(O)CCCCC3C2c2ccc3c(c2)OCO3)c(C)c1 (stereo not drawn)	0%	-10	·	2%	7%	-10	?	7%	-1	-8
26	CC1Cc2cc(/C(O)=C3/C(=O)C(=O)N(CCN4CCOCC4)C3c3ccc(C(C)C)cc3)ccc2O1 (stereo not drawn)	-14%	-3	1%	4%	-1%	-8	-2%	-11%	9	0
27	COc1ccc(CN2CCN(C(=O)c3cc(C4CC4)nn3-c3ccccc3)CC2)cc1F	·	19	34%	·	?	48	0%	16%	·	1
28	Cc1cc(Nc2ccccc2C(=O)O)n(-c2cccc(Cl)c2)n1	17%	-21	-3%	-2%	?	-5	-2%	-2%	9	-12
29	O=C(CN1CCN(Cc2ccccc2Cl)C1=O)NCc1ccco1	-9%	0	-1%	-2%	5%	3	-3%	-5%	1	8
30	Cc1n[nH]c(=O)c2c1nnn2Cc1ccccc1Cl	21%	11	-2%	·	5%	4	2%	0%	-3	-1
31	O=C1c2ccccc2NC(c2ccc(-c3ccc(Br)cc3)o2)N1O (stereo not drawn)	-24%	-5	·	-1%	-6%	2	-2%	-4%	3	-8
32	O=C(NCCSc1c[nH]c2ccccc12)c1ccc(Br)o1	15%	4	1%[46.1 µM]	-3%	-16%	-8	3%	17%	0	-26
33	Cc1cccc(C(c2c(C)nn(-c3ccccc3)c2N)c2c(C)nn(-c3ccccc3)c2N)c1	17%	24	-5%[46.1 µM]	-1%	-10%	3	0%	5%	-1	4
34	Cc1ccc(OCCn2cnc(Cl)c2Cl)cc1	7%	-8	5%	0%	?	-9	1%	3%	-1	-14
35	O=C1CCC/C(=N/NC(=O)C2CCN(S(=O)(=O)c3cccs3)CC2)C1	19%	8	0%[46.1 µM]	2%	0%	10	-1%	14%	2	5
36	CCN(CC(=O)Nc1ccc(N2CCOCC2)cc1)Cc1nc2ccccc2c(=O)[nH]1	-6%	-2	-1%	0%	0%	15	-1%	0%	·	11
37	CCCCOC(=O)c1cc(=O)[nH]c2ccccc12	16%	-14	·	-2%	?	-2	-4%	-6%	0	3
38	CC(C)(C)c1ccc(C(=O)N2CCC(C(=O)NCc3ccncc3)CC2)cc1	-8%	-11	-3%	1%	-10%	8	-6%	-10%	3	-11
39	CC1=CC(=O)C2=C(C)CC[C@@H]3[C@H](OC(=O)[C@H]3C)[C@@H]12	4%	4	-3%	-1%	-2%	-1	1%	-23%	-1	-20
40	O=C(NCCCN1CCOCC1)C1CC(=O)N(c2ccccc2)C1 (stereo not drawn)	-2%	0	-7%	0%	-2%	-3	-6%	1%	-4	-15
41	CCOP(=O)(OCC)C(NC(=O)Nc1ccc(Cl)cc1)c1ccccc1 (stereo not drawn)	11%	-3	0%[46.1 µM]	-4%	8%	-8	-9%	-2%	1	-17
42	O=C(NCC1CCCO1)c1ccc(COc2ccccc2)o1 (stereo not drawn)	·	0	1%	·	?	-1	0%	5%	·	4
43	Cc1cccnc1Nc1nc(-c2ccccc2)cs1	19%	0	2%	-3%	?	-19	-1%	28%	-3	-8
44	NC(=O)C1CCN(CC(=O)NC2CCCc3ccccc32)CC1 (stereo not drawn)	0%	-48	5%	0%	-1%	-4	0%	-3%	0	-18
45	CCn1c2ccccc2c2cc(NC(=O)CSc3nnc(-c4cccc(OC)c4)n3N)ccc21	36%[activator]	-3	-3%	1%	?	-7	6%	3%	0	-7
46	COc1cc(CCC(=O)OCC(=O)Nc2ccccc2C#N)cc(OC)c1OC	29%	·	1%	10%	-7%	8	-4%	9%	1	24
47	Cc1ccccc1NC(=S)N(CCc1c(C)[nH]c2ccc(F)cc12)Cc1ccncc1	10%	1	-21%	0%	?	4	0%	2%	0	-8
48	CSC1=NCCN1C(=O)C(C)Oc1ccccc1 (stereo not drawn)	3%	-10	2%	2%	-3%	11	-2%	0%	1	-27
49	COc1ccc(S(=O)(=O)N(C)c2ccc(C(=O)NCC3CCCO3)cc2)cc1OC (stereo not drawn)	-16%	-6	·	-5%	-2%	24	4%	-8%	·	-7
50	CCOc1ccc(NC(=O)c2cccnc2SC)cc1	4%	1	3%	7%	?	19	-2%	-1%	0	-8
51	Cc1ccc(S(=O)(=O)N2CCC(=O)N(C(COCc3ccc(C(F)(F)F)cc3)C(C)C)CC2)cc1 (stereo not drawn)	6%	-4	7%	·	0%	-1	-6%	18%	-2	?
52	Cc1ccc(C(=O)Oc2coc(CSc3nnc(NC(=O)c4cccs4)s3)cc2=O)cc1	151%[activator]	7	-2%[46.1 µM]	-1%	3%	13	-4%	0%	5	14
